ELG1 repair inh: blocks ELG1-dependent DNA repair in HEK293T cells. HEK293T ELG1-luciferase reporter, luminescence, 16 h; DNA damage induced by 5-fluorouridine. Potency, µM (highest dose often 46.1 µM), for inactives: top-dose activity change, negative = inhibition, usual class: inhibitors. 2.3% of 330,000 active. AID 504467; also: potency is read from the fitted curve at half-maximal effect; % is scaled to controls: 0 for no effect and ±100 for the full control effect; nearly all actives have a fitted effect of over 55% in size
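In this reporter screen, reduction of luminescence relative to DMSO vehicle indicated activity. Compounds and 5-fluorouridine were added together to 2,000 cells per well, incubated for 16 hr at 37 °C, then developed with ONE-Glo.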
Mito fusion act: mitochondrial division inhibition or fusion activation; 0.23% of 320,000 active; Potency, µM (titrated, usually from 46.1 µM), for inactives: at the top dose growth rescue (activation), hits mostly activators; S. cerevisiae fusion-defective mutant growth rescue, CellTiterGlo 48 h;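 also: potency is read from the fitted curve at half-maximal effect; % of control where 0% means no effect; nearly all actives have a fitted effect of over 45% in size; temperature-sensitive fusion mutants such as fzo1-1 at 37 °C on non-fermentable ethanol glycerol medium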
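Read-out: ATP-based luminescence (CellTiterGlo, 10 min ambient) reporting growth of fusion-defective ts yeast after 48 hours at 37C on glycerol/ethanol YPEG medium in the presence of compound.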
AT treatment: potential ataxia-telangiectasia treatment; AID 485349; Potency, µM (doses to about 57.5 µM), inactives show at the top dose activation, usual class: activators; 0.19% of 320,000 active; […] A-T fibroblasts, KAP-1 phosphorylation AlphaLISA; neocarzinostatin DNA damage 30 min before lysis; also: potency is read from the fitted curve at half-maximal effect; % of control where 0% means no effect; nearly all actives have a fitted effect of over 45% in size
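hTERT-immortalized A-T patient fibroblasts ([…]), 500 cells/well in OPTI-MEM, 1% FBS, got compounds for 60 min, then NCS for 30 min at 37C. Lysates were then assayed for phospho-KAP-1 by AlphaLISA (anti-pKAP1 donor, anti-KAP1 acceptor beads), 6 hr at 25C.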
TSHR antag: human thyrotropin receptor antagonism. AID 504810. activity change, negative = inhibition, % at 11.5 µM. TSHR-expressing cells, TSH-stimulated cAMP HTRF, 2 h; stronger effect = lower value. 0.2% of 330,000 active. P16473;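 active = activity change below a set negative limit, meaning inhibition stronger than a set level, cut at about -70% in these data; inconclusive = activity change between two set negative limits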; also: % is scaled to controls: 0 for no effect and ±100 for the full control effect
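Cell-based HTRF cAMP assay; TSHR cells + compound, TSH EC80 (4nM final), 2 h, 37 deg C. Lysis with anti-cAMP cryptate and cAMP-d2, 30 min RT, read 665/620 nm.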
TCR activator: activates T cell receptor signaling. primary human leukocytes, anti-CD3, IL-2 HTRF, 48 h. Potency, µM (top dose mostly 9.22 µM), for the others: top-dose activation of IL-2 secretion, usual class: activators. 330,000 tested, under 10 active; also: % of control where 0% means no effect
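1) Mix primary human leukocytes, a-CD3 beads and compound. 2) Incubate 48 hr. 3) Add HTRF IL-2 reagents (a-IL-2-K, a-IL-2-d2).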
TSG101-PTAP inh: blocks PTAP/TSG101 interaction to inhibit HIV-1 budding; Q99816; Fluorescence polarization, FITC-PTAP peptide / Tsg101 binding; Potency, µM (doses to about 115 µM), for the others: top-dose activity change, negative = inhibition, most hits filed as inhibitors; 340,000 tested, under 10 active; active = well fitted inhibition curve with a large enough effect in the main read-out, with a control signal flat, not every such curve was filed as active; inconclusive = small, poorly fitted or top-dose-only effect, or effect the other way, or a change in a side signal; inactive = no such curve, though single readings can be large or run the other way; also: potency is read from the fitted curve at half-maximal effect; % of control where 0% means no effect
Target sequence (Q99816 whole entry, looked up): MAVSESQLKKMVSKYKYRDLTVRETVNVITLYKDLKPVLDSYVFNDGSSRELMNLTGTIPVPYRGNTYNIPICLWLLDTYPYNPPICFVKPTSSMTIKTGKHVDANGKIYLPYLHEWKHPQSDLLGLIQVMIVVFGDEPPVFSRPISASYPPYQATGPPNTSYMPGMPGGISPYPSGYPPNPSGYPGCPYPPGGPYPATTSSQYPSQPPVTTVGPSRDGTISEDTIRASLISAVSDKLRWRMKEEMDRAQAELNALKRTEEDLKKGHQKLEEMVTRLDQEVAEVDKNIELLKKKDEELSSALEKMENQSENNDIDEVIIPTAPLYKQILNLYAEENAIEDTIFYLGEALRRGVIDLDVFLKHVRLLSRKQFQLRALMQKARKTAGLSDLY
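Steps: Tsg101 binding domain dispensed (10 uM final), compounds pinned in DMSO, FITC-labeled PTAP-motif peptide added (50 nM final); after 20 min binding at room temperature, polarization measured.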
Eya2 phos inh: inhibitors of human Eya2 phosphatase activity; Potency, µM (titrated, usually from 76.9 µM), inactives show top-dose activity, negative = inhibition, most hits filed as inhibitors; recombinant Eya2, OMFP fluorescence dephosphorylation (OMFP is methylfluorescein phosphate); 0.006% of 330,000 active; O00167; also: potency is read from the fitted curve at half-maximal effect; % is scaled to controls: 0 for no effect and ±100 for the full control effect
Target sequence (O00167 whole entry, looked up): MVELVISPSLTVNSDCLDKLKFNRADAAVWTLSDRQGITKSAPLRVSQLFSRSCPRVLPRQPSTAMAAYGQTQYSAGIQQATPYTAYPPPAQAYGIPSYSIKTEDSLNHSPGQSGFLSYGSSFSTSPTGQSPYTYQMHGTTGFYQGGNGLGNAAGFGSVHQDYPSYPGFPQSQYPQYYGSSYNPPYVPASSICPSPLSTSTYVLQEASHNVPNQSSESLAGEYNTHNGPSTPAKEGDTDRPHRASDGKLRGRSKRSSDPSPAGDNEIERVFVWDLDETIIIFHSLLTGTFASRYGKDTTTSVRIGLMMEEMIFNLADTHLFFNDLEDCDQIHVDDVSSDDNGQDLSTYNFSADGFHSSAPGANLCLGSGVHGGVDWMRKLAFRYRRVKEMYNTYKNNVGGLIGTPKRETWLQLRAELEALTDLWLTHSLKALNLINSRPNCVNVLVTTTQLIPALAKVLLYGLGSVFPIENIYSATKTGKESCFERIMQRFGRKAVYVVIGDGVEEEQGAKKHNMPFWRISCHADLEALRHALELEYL
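Eya2 protein (added as 0.2 uM solution) was preincubated with compound for 10 min at ambient temperature in 50 mM HEPES pH 7.5, 50 mM NaCl, 5 uM MgCl2, 0.05% BSA, 1 mM DTT. OMFP (added at 50 uM) then reacted 10 min; fluorescence read at 485/525 nm.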
a7 integrin act: activators of alpha7 integrin expression for muscular dystrophy | alpha7betagal myoblasts, beta-gal FDG fluorescence, 48 h | Potency, µM (series often up to 38.3 µM), inactives show at the highest dose activation, actives largely listed as activators | 0.064% of 350,000 active;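 also: potency is read from the fitted curve at half-maximal effect; 100% = response of the positive control SU9516; nearly all actives have a fitted effect of over 60% in size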
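Alpha7betagal+/- myoblasts (passage 13) were plated 16-24 hr, then exposed to compounds (1:260 dilution of DMSO stock) for 48 hours at 37C. After MPER lysis, β-galactosidase reporter activity was read as FDG fluorescence (ex 480/em 540) after 30 minutes.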
Tb PFK inh: T. brucei PFK enzyme inhibition. O15648. AID 485367. Potency, µM (top dose mostly 57.5 µM), inactives show top-dose activity, negative = inhibition, actives largely listed as inhibitors. 0.17% of 330,000 active. T. brucei PFK, ADP-Glo luminescence;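 also: potency is read from the fitted curve at half-maximal effect; 0% = uninhibited 1x PFK enzyme wells and -100% = no-enzyme wells; nearly all actives have a fitted effect of over 60% in size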
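ADP-Glo luminescence quantified ADP after 45 min at room temperature, with 1.25 nM T. brucei PFK, 0.1 mM ATP and 0.5 mM fructose-6-phosphate in pH 8.0 TEA buffer. qHTS titrations up to 57 µM; curves classified by quality.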
S-ASM inh: human S-ASM enzyme inhibition. Potency, µM (doses to about 57.5 µM), for the others: at the top dose activity change, negative = inhibition, hits mostly inhibitors. placental ASM, HMU-PC fluorogenic substrate, 60 min. P17405. AID 504937. 0.006% of 340,000 active; also: potency is read from the fitted curve at half-maximal effect
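Human placenta-derived ASM preincubated with compound 10 min at room temperature, then reacted with 9 uM (final) fluorogenic HMU-PC substrate for 60 min at 37 C. Stop solution raises pH to 10; fluorescence read at Ex 386/Em 447 nm.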
BCR signal inh: inhibitors of chronic active B-cell receptor signaling; ABC-DLBCL IkBa-CBG/CBR reporter, luminescence ratio, 4 h; Potency, µM (doses to about 46.1 µM), without a hit: at the top dose ratio change, negative = lower green/red ratio, usual class: inhibitors; 0.05% of 340,000 active; AID 493014; active = well fitted inhibition curve with a large enough effect in the signal ratio, with a control signal flat, not every such curve was filed as active; inconclusive = small, poorly fitted or top-dose-only effect, or effect the other way, or a change in a side signal; the % refers to the signal ratio;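 also: potency is read from the fitted curve at half-maximal effect; plate controls were basal doxycycline-induced cells for no effect and cells given 10 µM MG132 for full effect; MG132 reads +100%, hits lower the ratio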
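Concentration-response series (up to 46 uM) were applied to TMD8 dual-reporter cells for 4 h at 37C with doxycycline. Green/red ratio, after filter-overlap correction, defined %Activity; red signal alone was normalised to basal cells and zero luminescence.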
Numbers without * were called inactive; ? = inconclusive; / = no result given; [ ] = another dose, or the depositor's remark. Unless noted, calls follow the shape of the dose curve; as a rule, active = well fitted curve in the direction sought with a large enough effect; inconclusive = small, poorly fitted or top-dose-only effect, or another doubt; inactive = no such curve, though single readings can be large; an effect the other way counts as inactive or inconclusive. A portion of the library; rates above refer to the full screens.

Every second line gives: TSG101-PTAP inh	ELG1 repair inh	Tb PFK inh	BCR signal inh	Eya2 phos inh	AT treatment	Mito fusion act	TCR activator	TSHR antag	a7 integrin act	S-ASM inh
> Cc1nc(NC(=O)c2cc3c(s2)CCCCC3)sc1C(=O)N(C)C
    -7%	?	-4%	?	1%	-1%	0%	-1%	-23	8%	-3%
> Cc1ccc(-n2nc(C)cc2NC(=O)COc2cc(C)cc3oc(=O)c4c(c23)CCC4)cc1
    -7%	?	0%	4%	-38%	-2%	6%	-1%	-16	-15%	-19%
> COc1cc(OC)c(/C=C2\C(=O)Nc3ccccc32)c(OC)c1
    -2%	?	-16%	?	-28%	-18%	7%	-11%	-5	/	-22%
> O=C(C1CCN(c2nc3ccc(Br)cc3s2)CC1)N1CCC2(CC1)OCCO2
    -9%	?	3%	1%	-1%	8%	1%	1%	-47	-34%[inhibitor]	-7%
> CSc1nn(-c2ccc(C(=O)OCC(=O)NC(=O)NC(C)C)cc2)c(=S)s1
    -1%	?	-1%	-1%	-2%	5%	4%	-4%[46.1 µM]	7	7%	-13%
> COc1cccc(C(=O)C2CCCN(Cc3cccc4c3OCO4)C2)c1 (configuration not stated)
    2%	5%	-2%	?	?	-2%	-2%	-3%	9	-31%	2%
> COc1cccc(NC(=O)C(=O)NCCCn2ccnc2)c1
    -1%	?	-2%	?	4%	-5%	5%	17%	9	-4%	0%
> O=C1C2CCN(CC2)C1Cc1ccc(OCc2ccccc2)cc1 (configuration not stated)
    -2%	8%	0%	1%	12%	5%	-4%	0%	-5	17%	4%
> N[C@@H](Cc1c[nH]c2ccccc12)c1nnc(SCc2ccccc2F)o1
    -5%	4%	0%	?	-6%	7%	-2%	-1%	-5	-12%	-3%
> CN1CC[C@]2(c3cccc(O)c3)Cc3nc4ccccc4cc3C[C@H]2C1
    /	/	-2%	?	-1%	/	-4%	/	7	/	/
> COC1=CC(=O)[C@]2(C=C1OC)OC[C@@H]1Oc3c(ccc4c3C=CC(C)(C)O4)C(=O)[C@@H]12
    -9%	1.2µM*	-1%	-2%	7%	1%	/	2%	-45	-32%	1%
> CC(C)(C)c1cc(NCCCn2ccnc2)n2ncc(-c3ccc(Cl)cc3)c2n1
    -6%	?	-2%	?	-9%	8%	-24%	/	2	-58%[inhibitor]	-4%
> Cc1cccc(NC(=O)c2nc(S(=O)(=O)Cc3ccccc3)ncc2Cl)c1
    -4%	-17%	-17%	?	0%	-1%	-24%	8%	?	-75%[inhibitor]	-6%
> COc1ccc(NC(=O)CCOc2cc(C)ccc2C)cc1S(=O)(=O)N1CCCCC1
    2%	23µM*	17%	-4%	-8%	12%	/	-4%[46.1 µM]	-4	-15%	-7%
> CC(Cc1ccccc1Sc1ccccc1)N(C)C (configuration not stated)
    -3%	-12%	0%	-2%	4%	-9%	-8%	2%[46.1 µM]	34	-39%	1%
> CC(C)(CN)CC(=O)O
    0%	-12%	-10%	1%	7%	-2%	1%	-34%	5	-18%	2%
> Cc1ccc2c(c1)C(c1ccccc1)=NCC(=O)N2
    -1%	13%	-14%	?	10%	5%	-3%	3%	-3	-2%	3%
> Cc1cc(S(=O)(=O)NC(C)C)ccc1OCC(=O)N1CCN(Cc2ccc3c(c2)OCO3)CC1
    -4%	-26%	2%	-2%	-35%	-5%	-2%	3%	4	-29%	3%
> CCCCCCCn1c(=O)c(C(=O)Nc2cnccn2)c(O)c2ccccc21
    -6%	?	1%	5%	14%	-16%	-8%	2%	11	-67%[inhibitor]	-1%
> N=c1c[n+](C2CCCCC2)[n-]o1
    -1%	4%	5%	-44%	18%	-3%	8%	-2%	-3	15%	-3%
> COC(=O)C1C(O)C(C)C(O)C(C)/C=C\C=C(/C)C(=O)Nc2c(C)c(OC(C)=O)c3c(c2O)C(=O)C(C)=C2OCOC(=C23)/C(C)=C/C(C)(O)C(O)C(C)C1O (configuration not stated)
    -1%	-17%	-3%	?	?	-11%	-9%	1%	15	-12%	-2%
> CCn1c(C)c(C(=O)NCCc2ccccc2)c2cc(OC)ccc21
    0%	1%	1%	9%	2%	5%	11%	-3%	1	0%	-2%
> CCOc1cc2c(cc1OCC)-n1cccc1C(c1ccccc1F)NC2 (configuration not stated)
    -1%	-13%	-1%	-19%	4%	-3%	-4%	2%	16	7%	3%
> CC(=NCc1ccc2c(c1)OCO2)c1c(O)n(-c2ccc(C)cc2)c(=O)[nH]c1=O
    1%	1%	-4%	2%	-3%	8%	2%	-3%	5	1%	0%
> CCCCC(=O)N/N=C/c1c(O)n(CC)c(=S)n(CC)c1=O
    5%	?	0%	?	33%	17%	0%	-2%[46.1 µM]	-2	-27%	-3%
> C[N+](C)(C)CC(=O)Nc1ccc(Cl)cc1C(=O)c1ccccc1
    1%	-3%	-5%	10%	-3%	4%	-6%	6%	12	-7%	-2%
> CC(=O)Nc1cc(C(=O)N2CCC3(CC2)OCCO3)ccc1Sc1ccc(C)cc1
    -12%	10%	-1%	1%	3%	-3%	-2%	4%	3	-12%	-2%
> CN(C)CCCNCC(=O)Nc1ccc(Cl)cc1C(=O)c1ccccc1
    -4%	15%	19%	7%	-26%	1%	-1%	2%	20	-41%	-1%
> COc1ccc(-n2nc(C(=O)NCC(=O)N3CCC4(CC3)OCCO4)c3ccccc3c2=O)cc1
    -6%	?	-2%	1%	-6%	-2%	-1%	3%	8	9%	2%
> Clc1ccc(CNC2CN3CCC2CC3)cc1 (configuration not stated)
    0%	-1%	0%	0%	5%	1%	-3%	-3%[46.1 µM]	6	-4%	-3%
> COc1ccc(C)cc1NC(=O)CN1CCN(CC(=O)Nc2ccccc2F)CC1
    -1%	?	-6%	-5%	16%	5%	-1%	-2%	-21	-30%	2%
> O=c1[nH]c(O)c(C=NC2CCN(Cc3ccccc3)CC2)c(=O)[nH]1
    -2%	-8%	4%	1%	7%	2%	2%	3%	0	7%	4%
> COc1ccc(S(=O)(=O)Nc2ccccc2OC)cc1N=Nc1c(O)[nH]c(=S)[nH]c1=O
    1%	-12%	2%	?	1%	-6%	/	1%[46.1 µM]	-16	14%	-11%
> Cc1cccc(CN2CCN(Cc3ccc(Cl)cc3)CC2)c1
    0%	?	-6%	?	31%	2%	7%	1%	24	-42%	-1%
> COC(=O)C1=C(c2ccc(OC(F)(F)F)cc2)C[C@@H]2CC[C@H]1N2C(=O)NCc1cc(C)oc1C(F)(F)F
    -2%	3%	-1%	?	-12%	-9%	-10%	-4%	-20	-21%	-11%
> CCC(=NCCCN1CCOCC1)c1c(O)n(Cc2ccccc2)c(=O)[nH]c1=O
    -1%	-15%	-9%	0%	-26%	0%	-6%	-9%	-9	-4%[7.66 µM]	-1%
> CCOc1ccccc1-n1c(O)c(C=Nc2c(C)n(C)n(-c3ccccc3)c2=O)c(=O)[nH]c1=O
    -5%	1%	-1%	-1%	-2%	0%	-1%	0%	4	-11%	0%
> COC(=O)C1=C(c2ccc(F)cc2F)C[C@@H]2CC[C@H]1N2C(=O)NC1CC1
    -1%	6%	1%	7%	3%	-3%	-4%	1%	-3	12%	-1%
> O=P(N1CCCCC1)(N1CCCCC1)C(Cl)(Cl)Cl
    -5%	-12%	0%	4%	16%	-1%	0%	-3%	0	3%	-2%
> O=C(NC(=O)N1CCC2(CC1)OCCO2)c1ccc(Cl)cc1
    -1%	-4%	0%	7%	-9%	0%	-1%	-2%	7	17%	4%
> CCC(=NCc1ccco1)c1c(O)n(C)c(=O)n(C)c1=O
    -1%	-15%	1%	?	4%	-7%	-1%	-1%	-1	10%	1%
> COc1ccc(CCNCC2CCCO2)cc1 (configuration not stated)
    -6%	-1%	-2%	6%	-5%	1%	0%	-3%	18	0%	-3%
> COC(=O)C1=C(c2ccc(F)cc2OCc2ccccc2)C[C@@H]2CC[C@H]1N2C(=O)NCc1ccc(C(C)(C)C)cc1
    1%	2%	3%	7%	-14%	0%	0%	-1%	-20	-8%	-2%
> CCN(CC)P(=O)(c1n(CC)cc[n+]1CC)N(CC)CC
    -2%	-1%	-11%	-3%	10%	0%	-8%	7%	19	-17%	10%

Screening data deposited in PubChem BioAssay by National Center for Advancing Translational Sciences (NCATS).
